Source: PubChem
HSP90 inh = HSP90 refolding inhibition in rabbit reticulocyte lysate; luciferase refolding luminescence, 3 h; inhibition, % at 5.6 µM; actives 0.91% (n = 290,000);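 active = inhibition above the screen-wide mean plus 3 SD, computed separately per campaign, cut at about 16% in these data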;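 also: 0% = DMSO wells and 100% = 60 µM geldanamycin wells; inhibitors lower the luminescence because luciferase stays unfolded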
HSF1 inh = HSF1 inhibition. AID 2098. activity change, negative = inhibition, % at 7.5 µM (by protocol). actives 0.77% (n = 300,000). NIH3T3-HGL HSE-luciferase, MG132-induced, luminescence 8 h; active compounds read low;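 active = more than half of replicate wells show activity change below -50%, luminescence cut by over half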;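 also: luciferase reports HSF-1 transcriptional activity via heat shock element; 0% = median of DMSO wells and -100% = zero luminescence signal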
aSyn UTR inh = MLPCN primary screen, SNCA 5' untranslated region. alpha-synuclein 5'UTR reporter, inhibitor activity. actives 0.82% (n = 300,000). inhibition, % (tested at 7.5 µM). AID 1813; in the data active = inhibition above about 60%;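 also: H4 neuroglioblastoma cells stably carrying SNCA 5'UTR luciferase fusion; 0% = DMSO wells and 100% = positive control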
KLF5 inh = kruppel-like factor 5 inhibition | DLD-1 KLF5 promoter-luciferase reporter, luminescence | inhibition, % at 5 µM | actives 0.23% (n = 290,000) | AID 1700;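 active = inhibition above a per-plate limit of that plate's mean compound inhibition plus 3 SD, cut at about 60% in these data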;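 also: 0% = DMSO wells and 100% = LY294002 at 200 µM; higher means less KLF5 promoter-driven luciferase light; inactives centre near -14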
AI-2 QS modul = modulates the Vibrio harveyi AI-2 quorum sensing system | AID 2094 | Vibrio harveyi JMH597 AI-2 luminescence/OD600 ratio, 9 h; active compounds read low; strain lacks LuxN and CqsS sensors; 0 = neutral-control median | activity change, % at 7.5 µM | actives 0.4% (n = 300,000); in the data active = activity change below about -75%, passing the limit was not always enough;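 also: luminescence divided by OD600 gain over 9 h not by final OD600 alone; inactives centre near 13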
HIF activator = HIF pathway transcriptional activation; U2OS HRE-luciferase reporter, luminescence; normalized: DMSO 0%, desferrioxamine 100%; activation, % at 7.5 µM (by protocol); actives 0.32% (n = 300,000); AID 1910;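 active = mean activation of at least 10% of the iron chelator positive control signal, with at least half of replicates also reaching 10%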
HDAC3 inh = human HDAC3 inhibition; recombinant HDAC3, fluorogenic peptide/trypsin coupled, fluorescence; inhibition, % at 8.3 µM; actives 0.15% (n = 320,000); AID 2718; in the data active = inhibition above about 26%, passing the limit was not always enough
Target sequence (O15379 whole entry, looked up): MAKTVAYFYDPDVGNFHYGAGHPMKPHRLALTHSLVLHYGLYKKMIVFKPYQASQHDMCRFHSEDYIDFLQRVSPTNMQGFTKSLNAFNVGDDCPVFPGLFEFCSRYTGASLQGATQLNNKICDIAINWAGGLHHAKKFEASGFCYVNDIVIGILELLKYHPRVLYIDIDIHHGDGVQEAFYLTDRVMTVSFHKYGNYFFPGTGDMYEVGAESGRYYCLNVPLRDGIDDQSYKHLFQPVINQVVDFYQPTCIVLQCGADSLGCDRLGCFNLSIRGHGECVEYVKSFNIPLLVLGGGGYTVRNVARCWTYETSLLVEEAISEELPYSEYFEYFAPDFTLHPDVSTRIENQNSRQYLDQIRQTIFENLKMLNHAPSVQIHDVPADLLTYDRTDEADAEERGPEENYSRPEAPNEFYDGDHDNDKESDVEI
Platelet DG rel = platelet dense granule release activity; human platelet-rich plasma, SFLLRN dense granule ATP release, luminescence; inhibition, %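 (compounds screened at 7.5 µM in platelet-rich plasma)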; actives 0.22% (n = 300,000);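 active = mean replicate score, as percent of positive control, at or above 50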
IEC-6 cytotox = counter-screen for KLF5 inhibitors: cytotoxicity in IEC-6 cells; IEC-6 cytotoxicity, luminescence viability; inhibition, % at 5 µM; actives 0.78% (n = 290,000); AID 1825; in the data active = inhibition above about 22%;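 also: 0% = plate median of test compound wells and 100% = cytotoxic reference compound wells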
HSF1 activator = increases HSF-1 driven luciferase reporter signal; NIH3T3-HGL HSF-1 luciferase reporter, MG132, 8 h; 100% = twice DMSO control signal; activation, % at 9 µM; actives 1.7% (n = 300,000); AID 504408;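 active = mean replicate activation of at least 50% with a set share of replicates each reaching 50%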;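 also: 0% = median of the neutral control wells and 100% = twice that signal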
* marks the source's active call; other numbers are inactive results; · = not tested or not shown.

item	Molecule	AI-2 QS modul	KLF5 inh	aSyn UTR inh	HIF activator	HDAC3 inh
1	Cc1cc(Nc2cccc(C)c2C)n2ncnc2n1	18	-3	8	-0.1	2
2	COc1ccc(C(=O)/C(C#N)=N/Nc2cccc([N+](=O)[O-])c2)cc1	23	-46	-3	-0.5	·
3	Cc1ccc(C(=O)Nc2nc(C(C)(C)C)cs2)s1	28	-110	18	3.3	3
4	Cc1nc2c(-c3ccccc3)cnn2c(N2CCOCC2)c1C	3	-123	-191	1.8	-2
5	O=C(Nc1cccc(NC(=O)C2CCCO2)c1)c1ccco1 (stereo not drawn)	17	-35	-16	-0.1	-7
6	COc1ccc(CNC(=O)/C=C/c2cc([N+](=O)[O-])ccc2OC(F)F)cc1	1	5	12	-0.2	-3
7	CCOC(=O)c1nn(-c2ccc(C)cc2)c(C)c1C(C)=O	12	-5	22	0.7	1
8	CCc1ccc(N2C(=O)CC(N3CCC(C(=O)OC)CC3)C2=O)cc1 (stereo not drawn)	30	-7	-9	-0.5	8

item	IEC-6 cytotox	HSP90 inh	HSF1 inh	HSF1 activator	Platelet DG rel
1	2	-5	3	-2	0
2	11	0	-10	-15	10
3	-3	3	16	20	4
4	9	-1	4	-7	2
5	3	-1	0	-4	-4
6	3	1	-2	-3	8
7	0	4	-4	17	-3
8	3	0	-7	-16	·

(list continues)
item	Molecule	AI-2 QS modul	KLF5 inh	aSyn UTR inh	HIF activator	HDAC3 inh
9	COc1ccc(CN2CCN(S(=O)(=O)c3ccc(F)cc3)CC2)c(OC)c1OC	30	-29	13	-0.1	-4
10	Cc1ccccc1CSCC(=O)c1c(N)n(CC(C)C)c(=O)n(C)c1=O	12	-10	-8	-0.2	-3
11	COc1ccc(NC(=O)CN2CCN(c3ccc(F)cc3)CC2)cc1Cl	16	-19	19	-0.1	0
12	CC(Oc1ccccc1)C(=O)Nc1nnc(S(=O)(=O)N2CCCCCC2)s1 (stereo not drawn)	14	3	25	-0.1	-4
13	COc1ccc(OC)c(S(=O)(=O)N2CCC(C(=O)NC3CC3)CC2)c1	94	7	8	-26	-5
14	CCOC(=O)N1CCN(C(=O)c2ccc(-n3c(C)ccc3C)cc2)CC1	25	-12	6	0.2	2
15	Cc1ccc(NC(=O)CCN2CCN(C)CC2)cc1	36	-33	-13	0.3	-18
16	O=C(c1ccc([N+](=O)[O-])o1)N1CCN(Cc2ccccc2)CC1	26	-6	-14	-4.4	1

item	IEC-6 cytotox	HSP90 inh	HSF1 inh	HSF1 activator	Platelet DG rel
9	-6	3	-7	-4	10
10	0	0	8	42	13
11	0	-2	-1	14	1
12	5	-4	2	-6	-12
13	0	-2	13	46	-2
14	0	6	-2	-23	8
15	-2	2	-2	19	12
16	2	-2	0	5	-4

The list continues.
item	Molecule	AI-2 QS modul	KLF5 inh	aSyn UTR inh	HIF activator	HDAC3 inh
17	O=C(Cn1cnc2ccccc2c1=O)N(Cc1ccco1)c1ccc(O)cc1	53	-6	24	-0.1	-4
18	Cc1ccc(CNC(=O)Cc2ccc(-n3c(=O)[nH]c4ccsc4c3=O)cc2)cc1	0	-14	-3	3.4	-5
19	COc1ccccc1CNC(=O)C1CC(=O)N(c2ccc(C)c(C)c2)C1 (stereo not drawn)	21	-18	12	-0.1	-3
20	COc1ccc(OC)c(/C=N/NC(=O)C(=O)N2CCCCCC2)c1	15	8	0	-0.6	1
21	O=C(OC(C(=O)NC1CCCCC1)c1ccc(C(F)(F)F)cc1)c1ccco1 (stereo not drawn)	37	·	2	-0.2	·
22	CN(c1ncnc(N)c1[N+](=O)[O-])C1CCCCC1	14	-12	25	3.6	0
23	O=C(O)C(Cc1ccccc1)N1C(=O)c2cccc3cccc(c23)C1=O (stereo not drawn)	42	-22	-23	-0.2	6
24	COC(=O)c1sc(SC)c(S(=O)(=O)C(C)C)c1N	14	-30	-8	0.5	0

item	IEC-6 cytotox	HSP90 inh	HSF1 inh	HSF1 activator	Platelet DG rel
17	8	3	2	4	0
18	20	0	-14	-2	-5
19	2	0	2	0	-12
20	-1	4	-3	-26	-4
21	·	·	4	-1	22
22	-2	-3	-40	-45	-4
23	11	3	-6	-3	2
24	-5	1	1	-17	2

(listing goes on)
item	Molecule	AI-2 QS modul	KLF5 inh	aSyn UTR inh	HIF activator	HDAC3 inh
25	NS(=O)(=O)c1ccc(NC(=S)Nc2ccn(Cc3cccc4ccccc34)n2)cc1	42	-18	33	-0.4	-7
26	CCOC(=O)c1ccc(NC(=O)CSc2nc(N)c(NC(=O)c3ccc(Br)o3)c(=O)[nH]2)cc1	16	-16	-7	-0.1	4
27	Cc1cc(=O)n(C)c(=O)n1CCCCCOc1cccc([N+](=O)[O-])c1	12	-21	6	-0.3	-5
28	COc1ccc(-n2cc(-c3ccccc3)c3c(=S)nc[nH]c32)cc1	3	-6	32	-0.2	-2
29	N=c1c2c(n(Cc3ccc(F)cc3)c3c1CCC3)CCC2	18	-11	45	0.0	-3
30	Cc1cc(Br)cc(Cl)c1OC(=O)c1ccncc1	8	-32	-32	-0.1	-1
31	Cc1c(CC(=O)O)c(=O)oc2c(C)c(OCc3ccccc3Br)ccc12	21	-52	0	1.1	8
32	CCCc1cc(=O)[nH]c(SCC(=O)Nc2cc(C)on2)n1	11	19	-5	-0.5	-3

item	IEC-6 cytotox	HSP90 inh	HSF1 inh	HSF1 activator	Platelet DG rel
25	5	1	13	28	6
26	5	-1	3	16	20
27	-1	0	3	29	-1
28	-1	1	-7	-14	5
29	1	-2	-13	2	0
30	4	8	4	29	-4
31	-2	-6	3	8	0
32	-3	-2	-6	5	-4

Rewritten tab-delimited: 7 of the compounds above.
no.	SMILES	AI-2 QS modul	KLF5 inh	aSyn UTR inh	HIF activator	HDAC3 inh	IEC-6 cytotox	HSP90 inh	HSF1 inh	HSF1 activator	Platelet DG rel
26	CCOC(=O)c1ccc(NC(=O)CSc2nc(N)c(NC(=O)c3ccc(Br)o3)c(=O)[nH]2)cc1	16	-16	-7	-0.1	4	5	-1	3	16	20
27	Cc1cc(=O)n(C)c(=O)n1CCCCCOc1cccc([N+](=O)[O-])c1	12	-21	6	-0.3	-5	-1	0	3	29	-1
28	COc1ccc(-n2cc(-c3ccccc3)c3c(=S)nc[nH]c32)cc1	3	-6	32	-0.2	-2	-1	1	-7	-14	5
29	N=c1c2c(n(Cc3ccc(F)cc3)c3c1CCC3)CCC2	18	-11	45	0.0	-3	1	-2	-13	2	0
30	Cc1cc(Br)cc(Cl)c1OC(=O)c1ccncc1	8	-32	-32	-0.1	-1	4	8	4	29	-4
31	Cc1c(CC(=O)O)c(=O)oc2c(C)c(OCc3ccccc3Br)ccc12	21	-52	0	1.1	8	-2	-6	3	8	0
32	CCCc1cc(=O)[nH]c(SCC(=O)Nc2cc(C)on2)n1	11	19	-5	-0.5	-3	-3	-2	-6	5	-4

Next part.
item	Molecule	AI-2 QS modul	KLF5 inh	aSyn UTR inh	HIF activator	HDAC3 inh
33	Cc1ccc(-n2nc3c(c2NC(=O)c2ccc4c(c2)OCO4)CS(=O)C3)c(C)c1 (stereo not drawn)	21	·	5	-0.1	-1
34	C/C(CC(C)C)=N/Nc1ccc([N+](=O)[O-])cc1[N+](=O)[O-]	-1	-25	-22	-0.1	3
35	CCOC(=O)c1nnsc1N	19	-24	15	-0.1	-2
36	Clc1ccc2c(NCc3ccccn3)ccnc2c1	-5	-23	36	0.5	-2
37	COc1ccccc1OCC#CCNC1CCCCC1C (stereo not drawn)	28	-31	-5	-0.2	10
38	COc1ccc(OC)c(-c2nnc(-c3ccc(C)o3)o2)c1	4	0	-63	2.6	-53
39	COc1ccc(OC)c(Nc2nc(NCCO)c3ccccc3n2)c1	11	-23	-68	0.9	2
40	O=C(CN1CC(c2ccccc2)CC1=O)OCc1cccc(Br)c1 (stereo not drawn)	2	-55	16	0.1	2

item	IEC-6 cytotox	HSP90 inh	HSF1 inh	HSF1 activator	Platelet DG rel
33	·	·	-1	-8	-2
34	9	1	7	4	7
35	2	0	-2	-1	-1
36	1	-1	-5	4	-7
37	-13	-3	-1	-10	-5
38	-1	0	-2	-4	-4
39	0	-5	-2	1	-8
40	0	0	9	28	4

(listing goes on)
item	Molecule	AI-2 QS modul	KLF5 inh	aSyn UTR inh	HIF activator	HDAC3 inh
41	CCN(c1ccccc1)S(=O)(=O)c1ccc(N)cc1	20	-22	-3	·	2
42	CC1CN(C(=O)c2ccccc2)c2ccccc2NC1=O (stereo not drawn)	17	5	6	-0.4	-1
43	COc1ccc(OC)c(S(=O)(=O)NCC(c2ccco2)N2CCc3ccccc32)c1 (stereo not drawn)	19	·	2	-12	12
44	CCO[C@@H]1OC(C(=O)NCc2ccccc2)=C[C@H](c2coc3ccccc3c2=O)[C@H]1CCCO	7	-6	33	0.0	-9
45	O=C(c1ccc(F)cc1)N1CCC(C(=O)N2CCN(Cc3ccc4c(c3)OCO4)CC2)CC1	41	·	18	-0.1	3
46	CC(=O)C1C(c2ccccc2)c2c(n[nH]c2C)CC1(C)O (stereo not drawn)	6	-34	8	-0.8	0
47	CCN1CCN(C(C)CCc2ccccc2)CC1 (stereo not drawn)	14	-18	-7	-0.1	-1
48	O=c1cc(-c2cccc(Cl)c2)oc2cccc(O)c12	-7	·	-124	0.4	-5

item	IEC-6 cytotox	HSP90 inh	HSF1 inh	HSF1 activator	Platelet DG rel
41	-2	-2	1	3	-5
42	-10	1	-5	-10	-4
43	·	·	7	18	4
44	9	1	-3	11	3
45	·	·	-3	-3	7
46	3	-2	-1	-9	-2
47	5	-1	-4	-5	-4
48	·	·	-1	-14	2

(further entries)
item	Molecule	AI-2 QS modul	KLF5 inh	aSyn UTR inh	HIF activator	HDAC3 inh
49	c1ccc(C2=NNC(c3ccco3)=Nc3ccccc32)cc1	-3	-32	16	0.0	1
50	CCn1cc(/C=C2\SC(=O)N(CC(=O)Nc3ccc4c(c3)OCO4)C2=O)c2ccccc21	·	-12	·	·	-10
51	O=C(O)CC(NC(=O)CC(c1ccccc1)c1ccccc1)c1cccc([N+](=O)[O-])c1 (stereo not drawn)	30	-12	2	0.6	-3
52	CC(C)(C)c1nc(N)nc(=O)[nH]1	29	-10	20	-0.3	3

item	IEC-6 cytotox	HSP90 inh	HSF1 inh	HSF1 activator	Platelet DG rel
49	-1	3	15	5	2
50	-6	-1	·	·	·
51	-4	-1	-3	-14	0
52	2	3	-5	-5	-4
